rCAG RNA binder = molecules binding r(CAG) RNA repeats; 370,000 compounds, 1.3% hits; inhibition, % at 3 µM; r(CAG) RNA repeat, TO-PRO-1 dye displacement fluorescence; AID 651821;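 active = inhibition above the plate cutoff, the mean of all test compounds on that plate plus 3 SD, cut at about 35% in these data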;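 also: 0% = DMSO alone and 100% = 100 µM mitoxantrone as full dye displacement; higher means more dye released from RNA so lower well fluorescence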
GAA850 FXN act = frataxin GAA850 promoter activation; 360,000 compounds, 0.56% hits; HEK293 lucGAA850 FXN promoter luciferase reporter, 24 h; percent of 10 µM SAHA response; AID 540364; activation, % at 6 µM;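 active = activation above the average of all compounds screened plus 3 SD, cutoff fixed separately per campaign, cut at about 7.5% in these data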;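 also: 0% = DMSO wells and 100% = 10 µM SAHA wells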
HGIII-sPLA2 inh = Blocks human group III sPLA2 activity; QFRET BODIPY PC-A2 liposome hydrolysis, fluorescence; inhibition, % at 12.2 µM; 370,000 compounds, 0.56% hits; AID 743126;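 active = inhibition above mean plus 3 SD of compounds lying within the high and low control bounds, cut at about 19% in these data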;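 also: 0% = median of test compound wells and 100% = no enzyme DMSO wells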
ASAP1 inh = inhibitors of human ASAP1 ArfGAP activity. Q9ULH1. ASAP1-stimulated ARF1 GTP hydrolysis, GDP FP detection. inhibition, % at 16.5 µM. 360,000 compounds, 0.19% hits. AID 624377; in the data active = inhibition above about 25%;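 also: 0% = vehicle with enzyme and substrate and 100% = no enzyme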
Target sequence (Q9ULH1 325-724 limits assumed): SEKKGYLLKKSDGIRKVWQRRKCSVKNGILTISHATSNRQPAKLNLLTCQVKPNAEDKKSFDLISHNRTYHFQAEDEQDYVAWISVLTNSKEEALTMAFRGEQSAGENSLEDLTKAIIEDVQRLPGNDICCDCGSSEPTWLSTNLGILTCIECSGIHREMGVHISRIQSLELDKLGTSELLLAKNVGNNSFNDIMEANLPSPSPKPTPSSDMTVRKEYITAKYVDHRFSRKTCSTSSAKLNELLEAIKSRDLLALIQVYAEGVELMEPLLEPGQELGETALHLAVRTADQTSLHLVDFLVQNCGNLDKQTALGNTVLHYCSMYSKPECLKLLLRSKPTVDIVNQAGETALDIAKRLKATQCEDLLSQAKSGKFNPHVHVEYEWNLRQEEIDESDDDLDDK
proKLK7 act = proKLK7 (human) activation, primary screen | P49862 | AID 652039 | purified proKLK7, EDANS-DABCYL substrate fluorescence; 100% is mature enzyme control, 0% vehicle | activation, % at 7 µM | 370,000 compounds, 0.9% hits;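 active = activation above the mean of all tested compounds plus 3 SD, computed per campaign excluding outliers beyond control limits, cut at about 13% in these data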
Tn6 DDE FP = disrupts Tn6 cyclic peptide binding to fibrin D-Dimer-E complex. 370,000 compounds, 0.21% hits. inhibition, % at 8.3 µM. Fibrin DD(E) TRITC-Tn6 fluorescence polarization displacement. P02675;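 active = inhibition above a per-campaign cutoff: mean of compounds within control limits plus 3 SD, cut at about 15% in these data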;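 also: 0% = median of all compound wells on the plate and 100% = blocking peptide control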
Target sequence (P02675 whole entry, looked up): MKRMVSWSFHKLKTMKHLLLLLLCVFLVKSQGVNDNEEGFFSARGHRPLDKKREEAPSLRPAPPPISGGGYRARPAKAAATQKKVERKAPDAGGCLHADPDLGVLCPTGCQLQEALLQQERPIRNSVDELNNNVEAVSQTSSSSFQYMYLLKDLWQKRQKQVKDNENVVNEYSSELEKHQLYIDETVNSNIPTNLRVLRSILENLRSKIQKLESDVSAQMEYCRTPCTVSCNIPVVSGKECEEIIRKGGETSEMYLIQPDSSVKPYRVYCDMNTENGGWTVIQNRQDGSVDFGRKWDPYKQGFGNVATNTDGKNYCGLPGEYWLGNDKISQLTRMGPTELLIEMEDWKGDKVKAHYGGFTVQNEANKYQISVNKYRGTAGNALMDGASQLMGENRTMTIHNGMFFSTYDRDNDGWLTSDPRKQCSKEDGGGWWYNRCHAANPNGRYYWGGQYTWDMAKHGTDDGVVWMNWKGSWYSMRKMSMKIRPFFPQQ
ARFGAP1 inhibitor = inhibitors of rat ARFGAP1. Q62848. Arfgap1-stimulated ARF1 GTP hydrolysis, GDP FP detection. inhibition, % at 16.5 µM. 360,000 compounds, 0.26% hits. AID 651572;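 active = inhibition above a per-plate limit, mean inhibition of low control wells plus 3 SD, cut at about 25% in these data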;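 also: 0% = DMSO wells with enzyme and 100% = wells lacking Arfgap1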
Target sequence (Q62848 1-136 limits assumed): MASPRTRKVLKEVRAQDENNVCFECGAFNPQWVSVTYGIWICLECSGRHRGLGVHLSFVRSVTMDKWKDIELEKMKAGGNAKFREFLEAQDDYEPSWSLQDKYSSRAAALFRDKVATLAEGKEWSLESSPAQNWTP
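Material: rat Arfgap1 catalytic domain, aa 1-136; also added: human ARF1(Δ1-17)-GTP substrate; compound dosing: one concentration, 16.5 µM, DMSO 1.26%; incubation: GTP hydrolysis reaction 2 h at 25 °C; measured by: Tracer-displacement fluorescence polarization with EDTA stop, 620/688 nm; evaluation: % inhibition from polarization; repeats: one replicate per compound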
ADAM10 inh = inhibitors of human ADAM10 | AID 720582 | 370,000 compounds, 0.62% hits | inhibition, % at 7 µM | recombinant ADAM10, EDANS/DABCYL FRET peptide cleavage, 3 h;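 active = inhibition above a per-campaign cutoff equal to the mean of compounds falling between control-based bounds plus 3 SD, cut at about 20% in these data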;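 also: 0% = DMSO wells while the 100% control is not disclosed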
GC-A act = GC-A (human) enzyme activation; HEK293 GC-A cells, cGMP TR-FRET, EC30 ANP; 0% at EC30 ANP, 100% saturating ANP; activation, % at 10 µM; 370,000 compounds, 0.14% hits; AID 1671463; in the data active = activation above about 40%
GC-B act = GC-B (human) receptor activation. HEK293-GC-B cells, CNP EC30, cGMP TR-FRET; 0% at EC30 CNP, 100% saturating CNP. P20594. 370,000 compounds, 0.11% hits. activation, % at 10 µM;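 active = activation at 10 µM reaching about 35% in either raw or pattern-adjusted values, limit read from the data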
Active calls of the source: *; . = no result given.

Compound	ADAM10 inh	HGIII-sPLA2 inh	rCAG RNA binder	Tn6 DDE FP	GC-B act	GAA850 FXN act	ASAP1 inh	GC-A act	proKLK7 act	ARFGAP1 inhibitor
C/C(=N\NC(=S)NCCc1ccccc1)c1ccc(Cl)cc1	19	4	5	-5	4	1.4	2	3	0.1	4
COC(=O)c1sccc1NC(=O)c1ccccc1	17	5	1	-6	2	3.8	-10	4	0.0	-6
Cc1cccc(C2c3[nH]c4ccccc4c3CCN2C(=O)c2nn(C)c(=O)c3ccccc23)n1 (stereo not drawn)	1	-19	2	1	4	0.0	-7	-2	-0.2	0
CSCCC(NS(=O)(=O)c1ccc(Cl)cc1)C(=O)OCC(=O)c1ccc(F)cc1 (stereo not drawn)	13	-51	1	-3	0	4.2	-9	-1	0.1	-12
COc1ccc(-c2csc(N=C(N)N)n2)cc1	-2	10	6	0	-7	6.1	17	0	0.0	-8
Cc1sc2ncnc(N3CCC(C(=O)N4CC(C)SC4=Nc4ccc(Cl)cc4)CC3)c2c1C (stereo not drawn)	-4	-2	0	-5	-3	0.0	2	-4	0.4	9
COCCNS(=O)(=O)c1cc(F)ccc1OC	12	11	2	-1	2	-0.8	-3	-3	-0.1	-8
O=C(c1cc(=O)[nH]c2ccccc12)N1CCN(Cc2ccc3c(c2)OCO3)CC1	-45	4	-4	-1	1	0.6	-9	1	0.3	6
O=C(CCc1nc(-c2ccccn2)no1)NCc1ccc2c(c1)OCO2	2	8	-2	6	2	-1.4	-8	-2	-0.9	-6
CCCC1=C(C(=O)OCC)C(c2cccs2)C(C#N)=C(N)O1 (stereo not drawn)	-11	-19	-2	-2	-4	-1.1	-2	-8	-2.5	10
COC(=O)c1c(C(=O)OC)c2oc3ccccc3n2c1Cl	-8	4	1	-1	7	3.9	-4	9	0.3	-11
O=C(N/N=C/c1cccs1)C(=O)N1CCCC1	0	4	-1	-3	-1	5.0	-4	0	0.0	-7
CC(Oc1ccccc1)C(=O)NC1C(=O)N2C1SC(C)(C)C2C(=O)O (stereo not drawn)	6	2	-3	2	-2	2.3	-1	-3	0.1	-10
COCC(C)n1c(C)cc(C(=O)COC(=O)c2ccc(N3CCCC3=O)cc2)c1C (stereo not drawn)	-1	-4	-7	1	3	0.6	-6	3	0.2	3
COc1ccc(C(=C(CC(=O)O)C(=O)OC(C)(C)C)c2cc(OC)c(OC)c(OC)c2)cc1OC	-12	8	8	8	2	-0.4	2	2	-0.7	-5

Brought forward from above: 2 compounds; new compounds follow.
Compound	ADAM10 inh	HGIII-sPLA2 inh	rCAG RNA binder	Tn6 DDE FP	GC-B act	GAA850 FXN act	ASAP1 inh	GC-A act	proKLK7 act	ARFGAP1 inhibitor
COCC(C)n1c(C)cc(C(=O)COC(=O)c2ccc(N3CCCC3=O)cc2)c1C (stereo not drawn)	-1	-4	-7	1	3	0.6	-6	3	0.2	3
COc1ccc(C(=C(CC(=O)O)C(=O)OC(C)(C)C)c2cc(OC)c(OC)c(OC)c2)cc1OC	-12	8	8	8	2	-0.4	2	2	-0.7	-5
CCCCn1c(N)c(N(CCOC)C(=O)COC(=O)Cc2cccc(OC)c2)c(=O)[nH]c1=O	-1	7	-6	-3	6	1.7	-1	1	-0.1	-18
O=C(COC(=O)CNC(=O)c1sc2ccccc2c1Cl)Nc1c(Cl)cc(Cl)cc1Cl	-6	12	-3	5	-4	-0.9	-17	-2	-0.3	-3
O=C(N/N=C/c1cccs1)c1ccc2ncccc2c1	2	2	-1	-3	-5	0.1	1	-3	1.0	6
COc1cc2cc(Oc3ccc4ccc(=O)oc4c3)c(=O)oc2cc1O[C@@H]1O[C@H](CO)[C@@H](O)[C@H](O)[C@H]1O	-225	-6	17	3	2	-0.2	2	1	25*	10
COP(=O)(OC)c1nc(-c2ccccc2)oc1N1CCOCC1	-277	-4	0	4	3	2.4	12	-2	0.2	7
O=C(NCc1ccc(F)cc1)c1cc(C2CCCN(C(=O)C3CCCCC3)C2)on1 (stereo not drawn)	-7	0	-1	8	-3	-0.8	-1	-2	-0.1	5
COC(=O)[C@]12C[C@H](CC(=O)NCC3CCCCC3)C(=O)N(Cc3cccc4ccccc34)C1=C[C@H](C(C)(C)C)O[C@@H]2C	5	-3	5	6	2	.	.	-3	0.5	.
CC(=O)Nc1ccc(S(=O)(=O)NN=c2sc3ccccc3n2C)cc1N	4	5	7	7	-3	0.1	7	-1	0.0	-6
CCC(=O)Nc1ccccc1Nc1cc(C#N)c(C#N)cc1[N+](=O)[O-]	-8	4	-2	-1	-5	-0.6	0	-3	0.0	0
CCOC(=O)N1CCN(C(=O)c2ccc(NS(=O)(=O)c3ccc(F)cc3)cc2)CC1	-9	-3	3	4	-1	-0.5	-1	-2	-0.1	-1
O=C1c2ccccc2C(=O)c2c1ccc1c(=O)n(C3CCCCC3)[nH]c21	4	-1	3	3	-12	-0.8	9	0	0.0	4
O=C1CC(N2CCN(c3ccc(F)cc3)CC2)C(=O)N1c1ccc(F)cc1 (stereo not drawn)	-1	1	-6	6	1	0.8	-4	2	0.1	-8
Cc1cccc(/C=N/N2CCN(c3ccccc3)CC2)c1	-9	7	-6	-2	2	2.1	-10	5	-0.9	-8
COc1ccc(NC(=O)CO/N=C2/CCCc3nonc32)c(OC)c1	-6	-2	2	-3	0	1.8	-6	2	-0.8	-2
Cn1c(=O)[nH]c(=O)c2[nH]c(N(Cc3ccccc3)Cc3ccccc3)nc21	-2	-1	1	-2	-1	3.0	-5	-1	-0.2	-2

(cont.)
Compound	ADAM10 inh	HGIII-sPLA2 inh	rCAG RNA binder	Tn6 DDE FP	GC-B act	GAA850 FXN act	ASAP1 inh	GC-A act	proKLK7 act	ARFGAP1 inhibitor
Brc1ccc(-c2ccc(/C=N/Nc3nc(N4CCOCC4)nc(N4CCOCC4)n3)o2)cc1	-12	0	2	10	-2	-2.8	-7	4	-1.0	7
CCOc1ccc(-n2c(SCC(=O)Nc3cc(C)on3)nnc2-c2c[nH]c3ccccc23)cc1	-2	0	2	3	-4	-6.7	-8	-5	-0.2	3
CCN1CCC[C@H]1CNCCCn1cnc2c(SC)ncnc21	-1	3	4	0	6	-1.0	7	2	0.8	1
COc1ccc(S(=O)(=O)N2CCCCCC2)cc1C(=O)Nc1cc(C)ccn1	-34	-1	4	-7	3	-0.1	1	4	0.2	-6
CCOC(=O)c1ccc2c(c1)nc(COc1ccc3ccccc3c1)n2CC	-4	2	-2	-1	4	-1.0	5	-5	0.8	-5
C=CCn1c(C)cc(C(=O)COc2ccc(N(C)S(=O)(=O)c3ccc(NC(C)=O)cc3)cc2)c1C	7	-7	10	-8	4	-3.4	8	1	0.0	7
C=C(C)CSc1nc(C)c(Cc2ccccc2)c(=O)[nH]1	-3	-10	-5	-3	5	2.0	2	5	-0.6	-2
O=C(NC1CC1)C1=C[C@@H](c2ccc(Br)cc2)C[C@@H](OCc2ccc(CO)cc2)O1	1	-6	-8	3	-8	1.0	15	1	0.1	1
CC(SCC(=O)Nc1ccc(S(=O)(=O)N2CCCCC2)cc1)C(=O)O (stereo not drawn)	0	-1	10	6	12	1.6	-4	5	0.5	3
COc1cc(NC(=O)CCCn2c(=S)[nH]c3ccccc3c2=O)cc(OC)c1OC	3	5	-1	2	-2	-1.8	-1	-2	0.2	-8
CCOC(=O)C1CCN(C(=O)CCS(=O)(=O)Cc2ccccc2)CC1	7	9	3	-3	6	0.6	2	3	0.2	7
Sc1ccccc1N=Cc1cccs1	-182	9	6	0	2	2.7	4	2	-11	-3
CCOC(=O)C1(Cc2ccccc2)CCN(Cc2ccc(C3CCCCO3)s2)CC1 (stereo not drawn)	3	-5	-9	-7	0	-3.4	-7	2	0.0	4
CCN(CC)c1ccc(C=Nc2ccc(C)cc2)c(O)c1	2	3	0	3	-2	-1.0	-8	0	-6.6	8
CCO/N=C/c1ccc(OC)c(Oc2nc(OC)cc(OC)n2)c1	5	2	-7	4	-3	2.2	-13	-3	0.4	2

New compounds follow.
Compound	ADAM10 inh	HGIII-sPLA2 inh	rCAG RNA binder	Tn6 DDE FP	GC-B act	GAA850 FXN act	ASAP1 inh	GC-A act	proKLK7 act	ARFGAP1 inhibitor
NC(=O)CC(NC(=O)Cc1ccc(Br)cc1)c1ccc(N2CCN(c3ccc(F)cc3)CC2)c([N+](=O)[O-])c1 (stereo not drawn)	3	-9	7	-11	-6	-2.7	1	-2	-0.1	9
O=C(Nc1ccc(S(=O)(=O)N2CCCCC2)cc1)C1CCCN(C(=O)c2ccc(Cl)cc2)C1 (stereo not drawn)	-2	-7	-3	7	-6	-0.1	-2	1	0.5	11
CCC(C(=O)c1ccccc1)N(C(=O)c1ccccc1Cl)N1C(=O)C2C3C=CC(C3)C2C1=O (stereo not drawn)	1	-4	-3	0	-5	7.0	-6	-8	0.0	-20
CC(C)CCN(Cc1ccco1)S(=O)(=O)c1csc(C(N)=O)c1	6	-10	-1	4	-4	0.5	-6	0	0.2	14
C/C(=N\NC(=O)c1ccc(N(C)C)cc1)c1cccnc1	0	-3	-2	12	9	3.6	-4	0	1.5	6
CCC(=O)Nc1ccc2c(c1)C(=O)N(C)[C@@H]1CC[C@@H](CC(=O)NCCN3CCCCC3)O[C@H]1CO2	-16	21*	5	-6	9	.	.	2	0.2	.
O=C(O)c1ccc(N2C(=O)CC(N3C(=O)/C(=C/c4ccc(Cl)cc4)SC3=S)C2=O)cc1 (stereo not drawn)	-1	-8	17	-10	1	-0.3	12	1	0.4	8
c1ccc(NC2=Nc3cccc4cccc2c34)cc1	-7	-1	-2	6	-3	3.0	10	-2	0.3	5
O=S(=O)(c1ccccc1Br)N(CC(O)COCc1ccccc1)C1CC1 (stereo not drawn)	4	-2	-2	8	-4	-2.6	-6	-5	0.1	8
CCNC(=O)COC(=O)/C=C/c1cccs1	-6	4	2	12	-1	3.2	8	3	-0.1	8
CCN1C(=O)N(CC)c2cccc3cccc1c23	1	7	-3	-3	-2	1.5	-3	-5	0.3	-3
COc1cc(CCC(=O)Nc2ccc(S(=O)(=O)NC3=NCCCCC3)cc2)cc(OC)c1OC	3	-9	-3	-3	2	-2.8	-1	-5	-0.2	3
COc1ccc(C)cc1NC(=S)NNC(=O)c1ccccc1Cl	2	12	17	5	2	0.9	6	-3	-0.2	-6
CC1=CC(C)(C)n2c(O)c(N=N)c3cc(C)cc1c32	9	-6	5	-2	-3	-0.3	1	-4	-0.5	-6
CN1CCN(C2CN(Cc3cn(Cc4ccccc4C(F)(F)F)nn3)S(=O)(=O)C2)CC1 (stereo not drawn)	-25	10	0	4	1	.	8	-1	-0.4	-3

(cont.)
Compound	ADAM10 inh	HGIII-sPLA2 inh	rCAG RNA binder	Tn6 DDE FP	GC-B act	GAA850 FXN act	ASAP1 inh	GC-A act	proKLK7 act	ARFGAP1 inhibitor
COc1ccccc1OCCNC(=O)C1CCCCC1	-6	6	-5	-2	-1	-0.1	2	1	-0.4	10
COC(=O)c1ccc(NC(=S)Nc2cccc(C)n2)cc1	11	7	4	-2	-2	1.6	-9	-3	0.4	-3
COc1cc(OC)cc(C(=O)NC(C(=O)OCn2nnc3ccccc3c2=O)C(C)C)c1 (stereo not drawn)	-7	3	-2	-7	-2	2.7	-4	-3	0.6	8
CC1CC(NC(=O)/C=C/C(=O)O)CC(C)(C)C1 (stereo not drawn)	3	4	-3	7	-4	2.1	10	2	0.0	0
Nc1nnc2c(C(F)(F)F)nc3ccccc3n12	-113	2	-1	-2	1	3.6	5	10	6.9	2

Screening data (PubChem BioAssay)
